# KDM4E inh = inhibitors of human JMJD2E histone demethylase; AID 2147; JMJD2E catalytic domain, FDH-coupled NADH fluorescence (FDH is formaldehyde dehydrogenase); 1.6% of 230,000 active; B2RXH2; Potency, µM (top dose mostly 57.1 µM), inactives show at the top dose activity change, negative = inhibition, hits mostly inhibitors; active = well fitted inhibition curve with a large enough effect, not every such curve was filed as active; inconclusive = small, poorly fitted or top-dose-only effect, or another doubt; inactive = no such curve, though single readings can be large or run the other way;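 also: 0% = wells with enzyme and -100% = buffer wells without enzyme; nearly all actives have a fitted effect of over 50% in size; many of its hits are not listed in these tables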
# Target sequence (B2RXH2 1-337 limits assumed): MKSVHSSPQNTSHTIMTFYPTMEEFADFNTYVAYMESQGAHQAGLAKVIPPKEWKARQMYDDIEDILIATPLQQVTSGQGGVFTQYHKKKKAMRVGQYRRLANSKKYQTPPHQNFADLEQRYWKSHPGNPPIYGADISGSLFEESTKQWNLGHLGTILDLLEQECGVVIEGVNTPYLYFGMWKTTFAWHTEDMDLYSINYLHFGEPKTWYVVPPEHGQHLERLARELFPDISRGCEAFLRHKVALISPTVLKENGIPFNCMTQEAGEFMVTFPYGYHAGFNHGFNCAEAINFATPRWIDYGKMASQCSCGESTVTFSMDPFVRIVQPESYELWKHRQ
# GoLoco inh red = RGS12 GoLoco-Gai1 interaction inhibition | P63096 | Potency, µM (titrated, usually from 61.6 µM), without a hit: top-dose activity, negative = inhibition, most hits filed as inhibitors | 0.44% of 230,000 active | AID 880 | Gai1:RGS12 GoLoco peptide FP, rhodamine, 10 min; active = well fitted inhibition curve with a large enough effect, not every such curve was filed as active; inactive = no such curve, though single readings can be large or run the other way; also: nearly all actives have a fitted effect of over 30% in size; many of its hits are not listed in these tables
# TRb-SRC2 inh = disrupts binding of human TR beta to SRC2. AID 1469. TRbeta-SRC2 peptide binding, fluorescence polarization; receptor liganded with 1 µM T3. P10828. 0.065% of 280,000 active. Potency, µM (titrated, usually from 106 µM), inactives show at the highest dose activity change, negative = inhibition, most hits filed as inhibitors;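 also: plate controls were bound peptide for no effect and peptide without receptor for full effect; nearly all actives have a fitted effect of over 50% in size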
# Target sequence (P10828 whole entry, looked up): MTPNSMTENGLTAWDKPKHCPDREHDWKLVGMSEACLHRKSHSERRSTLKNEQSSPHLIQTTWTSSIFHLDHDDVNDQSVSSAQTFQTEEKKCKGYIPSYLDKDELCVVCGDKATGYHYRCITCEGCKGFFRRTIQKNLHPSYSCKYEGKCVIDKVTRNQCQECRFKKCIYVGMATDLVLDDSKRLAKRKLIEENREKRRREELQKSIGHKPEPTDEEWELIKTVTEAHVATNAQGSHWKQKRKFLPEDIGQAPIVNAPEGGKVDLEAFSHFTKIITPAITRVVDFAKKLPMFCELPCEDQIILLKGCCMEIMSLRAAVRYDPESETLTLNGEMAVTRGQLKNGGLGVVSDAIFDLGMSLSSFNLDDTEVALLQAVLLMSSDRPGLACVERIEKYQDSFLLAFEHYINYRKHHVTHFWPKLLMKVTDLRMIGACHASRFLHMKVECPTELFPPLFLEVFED
#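 Read-out is fluorescence polarization (555 nm excitation, 632 nm emission) of a Texas Red SRC2 coactivator peptide; loss of signal reflects blocked binding to human TRb ligand-binding domain in the presence of 1 uM T3.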
# TR SRC2 fluor cs = Texas Red fluorescence interference in TRb-SRC2 counter-screen; TRb/SRC2 Texas Red total fluorescence interference; 0.29% of 280,000 active; Potency, µM (titrated, usually from 106 µM), without a hit: top-dose fluorescence change, negative = quenching; AID 1479; active = well fitted curve in either direction with a large enough effect; inconclusive = small, poorly fitted or top-dose-only effect
#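 Human TRβ ligand-binding domain (0.6 uM) and Texas Red SRC2 peptide (20 nM) in Tris buffer with 1 uM T3 and 5% DMSO were incubated with pinned compound for 5 hr at ambient temperature. Total fluorescence was computed as S + 2P (555/632 nm).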
# Tau ThT inhib = tau fibrillization inhibition (ThT binding) | P10636 | recombinant tau K18 P301L (four-repeat tau fragment), heparin-induced fibrillization, ThT fluorescence | Potency, µM (highest dose often 57.4 µM), for the others: top-dose activity, negative = inhibition, actives largely listed as inhibitors | 2.1% of 270,000 active | AID 1460; also: nearly all actives have a fitted effect of over 55% in size
# Target sequence (P10636 561-689 P618L limits assumed): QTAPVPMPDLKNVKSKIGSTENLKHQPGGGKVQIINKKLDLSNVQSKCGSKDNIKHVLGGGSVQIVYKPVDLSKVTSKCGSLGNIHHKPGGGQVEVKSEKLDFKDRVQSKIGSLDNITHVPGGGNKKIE
#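 Aggregation was driven by heparin (20 uM final) acting on recombinant tau […] bearing P301L in 100 mM sodium acetate pH 7; fibrils were detected with Thioflavin T.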
# RECQ1 inh = blocks DNA unwinding by human RECQ1 | P46063 | 0.54% of 240,000 active | RECQ1 DNA unwinding, red fluorescence kinetic read | Potency, µM (doses to about 57.3 µM), for inactives: at the top dose activity, negative = inhibition, most hits filed as inhibitors;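 also: plate controls were vehicle for no effect and no enzyme for full effect; nearly all actives have a fitted effect of over 30% in size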
#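 RECQ1T1 50 nM; forked duplex (20 bp + 30-nt ss tails) 200 nM, ATP 2 mM final; pH 8.0, 2 mM MgCl2, 2.5 ug/ml poly(dI-dC); 15 min compound preincubation; discontinuous kinetic read over 2 h at RT.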
# L3MBTL1 block = inhibitors of human L3MBTL1; Q9Y468; AlphaScreen L3MBTL1–H3K9me1 peptide binding; Potency, µM (doses to about 57.1 µM), inactives show top-dose activity, negative = inhibition, most hits filed as inhibitors; 0.66% of 230,000 active; AID 485360; also: nearly all actives have a fitted effect of over 60% in size
#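 AlphaScreen assay: L3MBTL1 (50 nM final) was preincubated 30 min at room temperature with biotinylated H3(1-15)K9me1 peptide (75 nM final), then 30 min with library compounds; streptavidin donor and nickel chelate acceptor beads (10 ug/mL final) added, 30 min dark.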
# Tau FP inhib = inhibitors of human tau fibril formation. 0.39% of 280,000 active. Potency, µM (titrated, usually from 57.7 µM), for the others: top-dose activity, negative = inhibition, most hits filed as inhibitors. P10636. K18 P301L tau heparin fibrillization, Alexa594 FP, 6 h; also: nearly all actives have a fitted effect of over 55% in size
#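 Recombinant K18 P301L […], labeled with Alexa 594 at 0.24 uM over 15 uM unlabeled; heparin inducer 20 uM final; 37 C, 6 hr; FP endpoint.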
# An asterisk follows results filed as active; i = inactive; ? = inconclusive; . = no result given; & = joins results of further samples; [ ] = another dose, or the depositor's remark. Unless noted, calls follow the shape of the dose curve; as a rule, active = well fitted curve in the direction sought with a large enough effect; inconclusive = small, poorly fitted or top-dose-only effect, or another doubt; inactive = no such curve, though single readings can be large; an effect the other way counts as inactive or inconclusive. Unless noted, % is scaled to controls: 0 for no effect and ±100 for the full control effect; potency is read from the fitted curve at half-maximal effect. A portion of the library. The share of hits here may be higher or lower than overall.
# Start of the listing, in advance (four entries):
# Every second line gives: KDM4E inh, GoLoco inh red, TRb-SRC2 inh, TR SRC2 fluor cs, Tau ThT inhib, RECQ1 inh, L3MBTL1 block, Tau FP inhib
CC(C)c1ccc(C(=O)CSc2ncn[nH]2)cc1
→ 25µM*, 0%, 0%, -4%, -24%, i, -6%, -10%
O=C(Nc1nnc(SCC(=O)N2CCOCC2)s1)c1ccccc1Cl
→ 3%, -8%, 13%, -3%, -4%, 3%, 25%, 3%
CCC(C)C1C(C#N)=C(N)OC2=C1C(=O)CC(C)(C)C2 (centres undefined)
→ -7%, 9%, 6%, -5%, -2%, i, ?, 3%
CC(C)=CC[C@@H](O)C1=CC(=O)c2c(O)ccc(O)c2C1=O
→ ., -18%, -3%, 28µM*[quencher], 4.5µM*, 10µM*, ., 13µM*

# The whole of this part, from the start:
# Every second line gives: KDM4E inh, GoLoco inh red, TRb-SRC2 inh, TR SRC2 fluor cs, Tau ThT inhib, RECQ1 inh, L3MBTL1 block, Tau FP inhib
CC(C)c1ccc(C(=O)CSc2ncn[nH]2)cc1
→ 25µM*, 0%, 0%, -4%, -24%, i, -6%, -10%
O=C(Nc1nnc(SCC(=O)N2CCOCC2)s1)c1ccccc1Cl
→ 3%, -8%, 13%, -3%, -4%, 3%, 25%, 3%
CCC(C)C1C(C#N)=C(N)OC2=C1C(=O)CC(C)(C)C2 (centres undefined)
→ -7%, 9%, 6%, -5%, -2%, i, ?, 3%
CC(C)=CC[C@@H](O)C1=CC(=O)c2c(O)ccc(O)c2C1=O
→ ., -18%, -3%, 28µM*[quencher], 4.5µM*, 10µM*, ., 13µM*
COc1ccc(CC2(CO)CCN(Cc3cnn(-c4ccccc4)c3)CC2)cc1
→ -3%, 8%, 3%, 0%, 6%, i, -1%, 3%[2.34 µM]
Nc1cc(Cl)ccc1Oc1ccc(Cl)cc1
→ ?, 6%, 1%, -3%, -16%, -5%, 4%, -8%
Cc1ccc(-c2nn(CCC(N)=O)c(=O)c3ccccc23)cc1
→ ., ., 1%, -17%, -2%, ., ., 3%
CCOC(=O)C1C(=O)NC(c2ccccc2)=NC1c1ccc(Cl)cc1 (centres undefined)
→ 4%, -1%, 0%, -1%, -9%, 1%, -5%, -1%
O=C(O)CCc1ccc(-c2ccc(Cl)cc2)o1
→ ?, -13%, -5%, -2%, ?, i, ., 4%
C/C(=N\NC(=O)c1ccn(C)n1)c1cccc(NC(=O)c2ccc(C)s2)c1
→ 7%, 8%, 3%, -2%, ?, -4%, -5%, -12%
Cc1ccccc1CCNC(=O)c1cc2cc(S(=O)(=O)N3CCCCC3)ccc2n1C
→ ., ., 6%, -2%, 3%, ., ., -2%
CC(C)(C)c1nc2ccccc2c2nnc(SCC(=O)Nc3nc4ccccc4s3)n12
→ -2%, 7%, -9%, -2%, -2%, -19%, 3%, 3%
CCCCNC(=S)NCc1ccc2[nH]c(C)cc2c1
→ -5%, 4%, -4%, 0%, -11%, -6%, -3%, 13%
COC(=O)C1=C(N)c2ccccc2C1(C#N)c1ccccc1 (centres undefined)
→ ?, 2%, -4%, 0%, -5%, i, ., ?
CCNC(=O)CN1c2cccc3cccc(c23)S1(=O)=O
→ ?, -41%, 3%, 0%, -6%, 0%, 3%, 3%
COc1ccc(NC(=O)c2ccc(COCC(F)(F)C(F)F)cc2)cc1
→ -5%, 4%, -9%, -1%, 11%, -2%, -8%, 4%
COc1ccc(OCc2n[nH]c(=S)n2N)cc1
→ 16µM*, -14%, 2%, -4%, ?, -5%, ., ?
CCO/N=C1\C(=O)N(c2ccccc2)c2ccccc21
→ 9%, 7%, -1%, -5%, -11%, -4%, 8%, -1%
O=C(Nc1nnc(SCc2ccccc2)s1)c1cc2c(s1)CCCC2
→ ?, -9%, 2%, 2%, -1%, -13%, ., 5%
CCCn1c(C)nc2c(NC3CCCCC3)nc(C)nc21
→ -4%, 0%, -4%, -2%, -3%, -2%, ., -9%
COc1cc(O)c(C(CC(=O)N2CCCC2)c2ccc3c(c2)OCO3)c(OC)c1 (centres undefined)
→ -6%, 3%, 0%&-1%, -1%&1%, 10%, -2%, ., 5%
O=C(O)c1cn(Cc2cccnc2)c(=O)c2ccccc12
→ -28%, -1%, 0%, 1%, 0%, -4%, 7%, 4%
CCN(C(=O)CSc1nnc2ccccn12)c1c(N)n(Cc2ccccc2)c(=O)[nH]c1=O
→ ?, -6%, -4%, ?, -6%, -9%, 8%, 1%
O=[N+]([O-])c1ccc(N2CCCCCC2)c(S(=O)(=O)N2CCCCC2)c1
→ -2%, 11%, -2%, 0%, -13%, -21%, -12%, 4%
Cc1c(Br)c([N+](=O)[O-])nn1CCCC(=O)Nc1sc2c(c1C(N)=O)CCC(C)C2 (centres undefined)
→ 13%, 1%, -5%, 0%, ?, -3%, 5%, -4%
CCOc1ccccc1OCC(=O)O
→ -8%, 2%, -15%, 2%, 26%, -11%, 47%[activator], -4%
O=S(=O)(/N=C(/NS(=O)(=O)c1ccccc1)c1ccccc1)c1ccccc1
→ -8%, -2%, -6%, -5%, -7%, 8%, 12%, -8%
Cc1ccc(C(=O)COC(=O)CCC(=O)Nc2ccc(Oc3cc(C)ccc3C(C)C)cc2)cc1
→ ., ., 6%, -4%, -4%, ., ., -4%
CCOC(=O)c1cnn2c(C(F)F)cc(C3CC3)nc12
→ ?, 10%, -16%, -3%, -13%, 0%, 3%, 9%
CCOc1ccc2oc(=O)cc(CN3CCN(Cc4ccc(F)cc4)CC3)c2c1
→ ., ., -15%, -1%, -7%, ., ., 6%
CCOC(=O)c1c(C)oc2c1c(C(c1ccncc1)N1CCOCC1)c(O)c1ccccc12 (centres undefined)
→ ?, 18%, 10%, -2%, 14µM*, -9%, -5%, 2%
Cn1cc(Br)c(C(=O)NC2CCCCC2)n1
→ 7%, -1%, -11%, -1%, -4%, 0%, -4%, 0%
CC(NC(=O)c1ccc(Cl)cc1)C(=O)NC1=NCCS1 (centres undefined)
→ -3%, 1%, 7%, 0%, -5%, -4%, -1%, 0%
CCN(CC)C(=O)N1CCC(NC(=O)c2ccc(C(C)(C)C)cc2)CC1
→ 19%, -5%, -2%, 1%, -18%, i, 7%, -2%
CC1CCCN(c2ccc(F)cc2N)C1 (centres undefined)
→ ?, -1%, 1%, -3%, -10%, -8%, ., 10%
CCn1c(SCC(=O)Nc2cc(C)on2)nc2sc3c(c2c1=O)CCCC3
→ -2%, 17%, 2%, -6%, 1%, i, ?, 2%
CC(C)C(NC(N)=O)C(=O)NC1CCCCC1 (centres undefined)
→ -2%, -14%, 1%, -2%, -5%, 0%, ., -7%
CCOc1ccccc1NC(=O)Cn1c(=O)oc2cc(S(=O)(=O)NCc3ccccc3)ccc21
→ ., ., 1%, -8%, -1%, ., ., -8%
O=C(CCc1ccc(S(=O)(=O)N2CCOCC2)cc1)N/N=C/c1ccc(F)cc1F
→ 1%, 6%, -5%, 0%, 3%, i, 5%, -8%
CC(C)N(C(=O)CSc1ncnc2sc(-c3ccccc3)cc12)C(C)C
→ -10%, 33%[activator], -18%, 2%, -3%, 22%, ., 12%
COc1ccc(-c2csc(-c3[nH]cnc3N)n2)cc1
→ 9%, 80%[activator], 4%, 0%, 11µM*, 15%, ., -1%
CCc1ccc(-c2ccc3nnc(SCC(=O)Nc4cccc(C(C)=O)c4)n3n2)cc1
→ ., ., 0%, -1%, 0%, ., ., ?
Cc1ccc(-n2[nH]c(C)c(C=Nc3ccc(S(=O)(=O)Nc4nccs4)cc3)c2=O)cc1C
→ 1%, 7%, 0%, -3%, ?, -2%, -4%, 18%
COc1ccccc1/C=C/C(=O)Nc1ccc2c(c1)CCC2
→ ?, -16%, 8%, -25%, ?, ?, -6%, -13%
Cn1c2c(c(=O)n(C)c1=O)CN(Cc1ccc3c(c1)OCO3)CN2
→ 12%, 7%, 9%, -3%, 6%, -15%, -2%[11.4 µM], 7%
CCN(CC)S(=O)(=O)c1ccc2[nH]cc(C(=O)NCCc3ccccc3)c(=O)c2c1
→ ?, 10%, 9%&-4%, 0%&-3%, 0%&11%, -8%, 0%, 14µM*
COC(=O)C1=NN(C(=O)c2ccc(C)cc2)C(O)(c2ccc(Cl)cc2)C1 (centres undefined)
→ -9%, 7%, 5%, 2%, ?, -7%, 0%, -5%
COCCCn1c(SCC(=O)Nc2cccc(C)n2)nnc1-c1ccco1
→ 9%, 10%, -12%, -1%, -2%, 0%, -1%, 2%
CC(=O)NS(=O)(=O)c1ccc(NC(=O)CSc2ccc(C)cc2)cc1
→ 1%, 15%, 1%, 0%, -7%, i, 7%, -7%
NC(=O)c1ncc(C(F)(F)F)cc1Oc1cccc(C(F)(F)F)c1
→ -18%, -3%, -2%, 0%, -6%, -9%, ., 2%

# Rewritten tab-delimited: 2 of the compounds above.
SMILES	KDM4E inh	GoLoco inh red	TRb-SRC2 inh	TR SRC2 fluor cs	Tau ThT inhib	RECQ1 inh	L3MBTL1 block	Tau FP inhib
COc1ccc(-c2csc(-c3[nH]cnc3N)n2)cc1	9%	80%[activator]	4%	0%	11µM*	15%	.	-1%
CCc1ccc(-c2ccc3nnc(SCC(=O)Nc4cccc(C(C)=O)c4)n3n2)cc1	.	.	0%	-1%	0%	.	.	?

# Following part:
# Every second line gives: KDM4E inh, GoLoco inh red, TRb-SRC2 inh, TR SRC2 fluor cs, Tau ThT inhib, RECQ1 inh, L3MBTL1 block, Tau FP inhib
O=C(O)c1cccnc1
→ 6%, 14%, 2%, 1%, -7%&-8%, -8%, 6%, -2%&-1%
CCc1sc(C(=O)NCc2cc(C)n(C)n2)cc1Br
→ 2%, 4%, 3%, -3%, 1%, 1%, 3%, 2%
CC(C)(C)NNC(=S)Nc1cccc(C(F)(F)F)c1
→ 7%, 7%, 0%, -8%, ., -7%, ., -2%
COC(=O)[C@@]1(Cc2ccc(OC)cc2)[C@@H]2C(=CC(=O)[C@H]2CC(=O)C(=O)N2CCCC2)CN1C(=O)c1ccccc1
→ -1%&-13%, 2%&3%, 8%&-5%, 0%&0%, ?, -9%, 0%, -1%&-11%
C=CCNC(=O)/C(C#N)=C/c1ccc2c(c1)OCCO2
→ -9%, -2%, -1%, -3%, -6%, i, -15%, 10%

# Bioassay records: PubChem, National Center for Advancing Translational Sciences (NCATS)
